Screening results deposited in PubChem BioAssay by several laboratories.
Large T inhibition: TAg ATPase/helicase activity blockers – biochemical (AID 1903) | inhibition, % at 20 µM; hits with a dose series show IC50 in µM | SV40 large T antigen ATPase/helicase inhibition assay; higher % means a stronger effect | hit rate 0.39% among 310,000; in the data active = a potency from the dose series; note: strong numbers were not always called active
K1F lysis inhibition: protection from phage-mediated lysis, alamar blue read-out – E. coli UTI89, K1F phage, bacterial capsule biogenesis inhibitors (AID 488966); hit rate 0.02% among 340,000; E. coli UTI89 K1F phage lysis, alamar blue, 2 h; higher % means a stronger effect; inhibition, % at 100 µM; hits with a dose series show IC50 in µM;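 active = phage lysis inhibition, versus mean bacterial control, above a set limit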;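 note: capsule biogenesis inhibitors block K1F phage lysis so surviving cells raise fluorescence; higher fluorescence means more inhibition of phage lysis; actives were called in the ten point dose series up to 300 µM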
RSV antiviral HEp-2: RSV antiviral activity via CPE protection, HEp-2 cells, primary 10 µM value included (AID 2391). HEp-2 cells, RSV-induced CPE inhibition; higher % means a stronger effect. CPE inhibition, % at 10 µM, or IC50 in µM where a hit was titrated. hit rate 0.13% among 310,000; in the data active = a potency from the dose series; note: strong numbers were not always called active
West Nile virus CPE: West Nile virus antiviral activity, cell-based, CPE readout (AID 1621); West Nile virus-infected cells, CPE inhibition; higher % means a stronger effect; CPE inhibition, % at 10 µM, or IC50 in µM where a hit was titrated; hit rate 0.02% among 290,000; in the data active = a potency from the dose series; note: strong numbers were not always called active
Salmonella PhoP GFP: inhibitors of PhoP regulon expression, primary screen, Salmonella Typhimurium, GFP reporter (AID 1863). one-dose inhibition, % at 50 µM; IC50 in µM for titrated hits. S. Typhimurium PhoP-regulated promoter GFP reporter, 4 h; higher % means a stronger effect. hit rate 0.16% among 300,000;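 active = inhibition over 29.93%, a cutoff 3 SD above the screen mean, later confirmed by dose response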;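 note: 0% = low Mg2+ inducing control and 100% = high Mg2+ repressing control; strong numbers were not always called active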
NTR1 ag: NTR1-driven beta-arrestin-GFP spot formation – imaging, U2OS cells, high content, primary screen (AID 493036) | P30989 | agonist mode | activation, % at 20 µM | hit rate 0.17% among 330,000;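 active = activation at or above 40% of the spot to cytoplasm intensity ratio, with at least 20 cells analyzed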;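 note: 0% = DMSO without peptide and 100% = 100 nM NTR1 peptide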
Target sequence (P30989 whole entry, looked up): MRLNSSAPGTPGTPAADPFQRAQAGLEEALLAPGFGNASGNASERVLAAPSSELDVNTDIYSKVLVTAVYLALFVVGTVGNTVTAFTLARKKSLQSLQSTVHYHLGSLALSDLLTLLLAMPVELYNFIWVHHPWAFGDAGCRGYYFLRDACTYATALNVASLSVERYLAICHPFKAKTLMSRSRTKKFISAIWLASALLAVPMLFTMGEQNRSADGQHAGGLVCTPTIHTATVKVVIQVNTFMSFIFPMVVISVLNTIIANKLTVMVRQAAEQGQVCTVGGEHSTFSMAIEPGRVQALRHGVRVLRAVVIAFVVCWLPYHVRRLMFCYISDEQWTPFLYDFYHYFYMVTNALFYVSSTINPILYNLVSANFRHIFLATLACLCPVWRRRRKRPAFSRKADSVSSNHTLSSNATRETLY
Dengue-2 NS5 capping: Dengue-2 NS5 methyltransferase inhibitors, primary screen, biochemical, confirmation dose response (AID 588689); one-dose inhibition, % at 25 µM; IC50 in µM for titrated hits; hit rate 0.3% among 340,000; Dengue-2 NS5 methyltransferase capping enzyme assay, biochemical; higher % means a stronger effect; in the data active = a potency from the dose series
Rac1 GTP hydrolysis: MgcRacGAP GTPase-activating activity inhibitors, confirmation, biochemical, ADP Hunter fluorescence; inhibition, % at 30 µM; hits with a dose series show IC50 in µM; hit rate 0.6% among 340,000; MgcRacGAP-stimulated Rac1 GTP hydrolysis, ADP Hunter fluorescence; higher % means a stronger effect; GST-tagged Rac1 F28L mutant substrate;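 active = first-screen hits whose inhibition reached a set limit at any dose in the follow-up dose series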;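 note: fluorescence reports GDP produced by GAP-driven GTP hydrolysis; strong numbers were not always called active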
T cell HTS: T cell immune modulators affecting CD8 T cell-vesicle binding. 2C CD8+ T cell-vesicle binding, flow cytometry; stronger effect = lower value. calls only at 7 µM. hit rate 0.068% among 330,000. AID 2052;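 active = response, share of CD8 T cells binding vesicles, and their 90th percentile fluorescence all below set limits, cut at about 80% in these data, passing the limit was not always enough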
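Assay system – 2C mouse CD8+ T cells · Also added – QL9-loaded Drosophila micro-vesicles · Timing – Cell–vesicle co-incubation 1.5 h at 37 °C, staining 20 min on ice · Signal – flow cytometry of vesicle-bound cells · Measure – percent CD8+ FL2 mean versus row control · Controls – Peptide-free naked vesicles (low) and QL9 vesicles with 0.7% DMSO vehicle (high)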
T cell HTS vesicle-bound %: second read-out of T cell HTS, no call of its own (marks repeat the call); double positive events, %; measured here: CD8+ vesicle-bound cell fraction;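 binding gate set so that unloaded-vesicle control wells show 10% double positive cells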
NTR1 ag cell count 20 µM: also measured in NTR1 ag; calls as there; cell count; measured here: cell count, cytotoxicity flag
Dengue-2 NS5 capping pilot replicate: further read-out of Dengue-2 NS5 capping, marked with its call; inhibition, %; measured here: pilot screen replicate inhibition
* hit, by the source's call; [ ] = remark or other dose.

Screening CC(C)Cn1c(CN2CCN(c3ccccc3F)CC2)nc2c1c(=O)[nH]c(=O)n2C returned Large T inhibition 16%, K1F lysis inhibition -1.2%, RSV antiviral HEp-2 3.4%, West Nile virus CPE -0.3%, Salmonella PhoP GFP -1%, NTR1 ag -0.3, Dengue-2 NS5 capping -6%, Rac1 GTP hydrolysis 10%, T cell HTS inactive, T cell HTS vesicle-bound % 46 and NTR1 ag cell count 20 µM 86.
`O=C(COC(=O)c1cnccn1)NCCc1ccccc1` gave Large T inhibition 3%, K1F lysis inhibition 0.7%, RSV antiviral HEp-2 -0.6%, West Nile virus CPE 0.3%, Salmonella PhoP GFP -5%, NTR1 ag 0.6, Dengue-2 NS5 capping 1%, Rac1 GTP hydrolysis 7%, T cell HTS inactive, T cell HTS vesicle-bound % 36, NTR1 ag cell count 20 µM 68 and Dengue-2 NS5 capping pilot replicate 3.6.
`CCOc1ccc(CNc2ccc(CNc3ncn[nH]3)cc2)cc1` gave Large T inhibition 7%, K1F lysis inhibition -0.1%, RSV antiviral HEp-2 42%, West Nile virus CPE -0.9%, Salmonella PhoP GFP 6%, NTR1 ag 0.7, Dengue-2 NS5 capping 2%, Rac1 GTP hydrolysis 1%, T cell HTS inactive, T cell HTS vesicle-bound % 14 and NTR1 ag cell count 20 µM 38.
Cc1cccc(NNC(=O)C(=O)NNc2cccc(C)c2)c1 was read as Large T inhibition 11%, RSV antiviral HEp-2 -2.0%, West Nile virus CPE -1.2%, Salmonella PhoP GFP -6%, NTR1 ag -0.7, T cell HTS inactive, T cell HTS vesicle-bound % 25 and NTR1 ag cell count 20 µM 61.
Screening COCCCNC(=O)CCc1c(C)nc2c(-c3ccc(F)cc3)c(C)nn2c1C returned Large T inhibition 0%, K1F lysis inhibition 0.3%, RSV antiviral HEp-2 0.8%, West Nile virus CPE -0.4%, Salmonella PhoP GFP -8%, NTR1 ag 2.4, Dengue-2 NS5 capping 0%, Rac1 GTP hydrolysis 8%, T cell HTS inactive, T cell HTS vesicle-bound % 14 and NTR1 ag cell count 20 µM 57.
Screening O=C1C2C(C(=O)N1/N=C/c1cccc([N+](=O)[O-])c1)C1C=CC2C12CC2 (stereo not given) returned Large T inhibition 0%, K1F lysis inhibition 3.8%, RSV antiviral HEp-2 2.0%, West Nile virus CPE -0.2%, Salmonella PhoP GFP 11%, NTR1 ag -0.5, Dengue-2 NS5 capping 0%, Rac1 GTP hydrolysis 2%, T cell HTS inactive, T cell HTS vesicle-bound % 42 and NTR1 ag cell count 20 µM 41.
Screening CCCc1cc(=O)oc2cc(OCC(=O)Nc3ccc(CN4CCOCC4)cc3)c(Cl)cc12 returned Large T inhibition 7%, K1F lysis inhibition 0.0%, RSV antiviral HEp-2 0.6%, West Nile virus CPE -0.3%, Salmonella PhoP GFP 1%, NTR1 ag 3.3, Dengue-2 NS5 capping -8%, Rac1 GTP hydrolysis 7%, T cell HTS inactive, T cell HTS vesicle-bound % 25 and NTR1 ag cell count 20 µM 88.
O=C(Cc1ccccc1)NCc1nc2ccccc2[nH]1 was read as K1F lysis inhibition 0.3%, RSV antiviral HEp-2 0.2%, West Nile virus CPE -0.8%, NTR1 ag -0.3, Dengue-2 NS5 capping -1%, Rac1 GTP hydrolysis 5%, T cell HTS inactive, T cell HTS vesicle-bound % 27 and NTR1 ag cell count 20 µM 52.
O=c1[nH]cnc2scc(-c3cccs3)c12 was read as Large T inhibition 18%, K1F lysis inhibition 0.0%, RSV antiviral HEp-2 7.9%, West Nile virus CPE 0.0%, Salmonella PhoP GFP 20%, NTR1 ag -0.9, Dengue-2 NS5 capping -4%, Rac1 GTP hydrolysis 14%, T cell HTS inactive, T cell HTS vesicle-bound % 49 and NTR1 ag cell count 20 µM 34.
For CC1CC2(CCCC2)Nc2ccc(F)cc21 (stereo not given) the results were Large T inhibition 5%, K1F lysis inhibition 0.1%, RSV antiviral HEp-2 1.4%, West Nile virus CPE -0.3%, Salmonella PhoP GFP 9%, NTR1 ag 0.3, Dengue-2 NS5 capping 1%, Rac1 GTP hydrolysis 4%, T cell HTS inactive, T cell HTS vesicle-bound % 59 and NTR1 ag cell count 20 µM 38.
For COc1ccc(CCN2CC(C(=O)N(C)CC(=O)Nc3cccc(F)c3)CC2=O)cc1OC (stereo not given) the results were Large T inhibition 6%, K1F lysis inhibition 0.6%[50 µM], RSV antiviral HEp-2 0.6%, West Nile virus CPE -0.2%, Salmonella PhoP GFP -9%, NTR1 ag -0.5, Dengue-2 NS5 capping -1%, Rac1 GTP hydrolysis 4%, T cell HTS inactive, T cell HTS vesicle-bound % 65 and NTR1 ag cell count 20 µM 63.
CCc1onc(C)c1C(=O)Nc1ccc2c(c1)OCO2 was read as Large T inhibition 9%, K1F lysis inhibition -0.2%, RSV antiviral HEp-2 -0.9%, West Nile virus CPE 0.0%, Salmonella PhoP GFP -3%, NTR1 ag -0.3, Dengue-2 NS5 capping -5%, Rac1 GTP hydrolysis 7%, T cell HTS inactive, T cell HTS vesicle-bound % 26 and NTR1 ag cell count 20 µM 39.
Screening CN(C)CCN(C(=O)c1ccc2ccccc2c1)c1nc2c(F)cccc2s1 returned Large T inhibition 12%, K1F lysis inhibition 0.5%, RSV antiviral HEp-2 -0.2%, West Nile virus CPE -0.4%, Salmonella PhoP GFP -6%, NTR1 ag 0.1, Dengue-2 NS5 capping -7%, Rac1 GTP hydrolysis -20%, T cell HTS inactive, T cell HTS vesicle-bound % 57 and NTR1 ag cell count 20 µM 63.
Screening CN(C)S(=O)(=O)c1cccc(NC(=O)COC(=O)c2ccc([N+](=O)[O-])o2)c1 returned Large T inhibition 7%, K1F lysis inhibition -2.4%[50 µM], RSV antiviral HEp-2 0.3%, West Nile virus CPE 0.1%, Salmonella PhoP GFP -18%, NTR1 ag 1.2, Dengue-2 NS5 capping -3%, Rac1 GTP hydrolysis 7%, T cell HTS inactive, T cell HTS vesicle-bound % 45 and NTR1 ag cell count 20 µM 74.
Screening CCOc1ccc(C(=O)N/N=C(/C)C2C(=O)c3ccccc3C2=O)cc1 returned Large T inhibition 10%, K1F lysis inhibition -15%, RSV antiviral HEp-2 12%, West Nile virus CPE 0.3%, Salmonella PhoP GFP -46%, NTR1 ag -0.8, Dengue-2 NS5 capping -1%, Rac1 GTP hydrolysis 2%, T cell HTS inactive, T cell HTS vesicle-bound % 27 and NTR1 ag cell count 20 µM 62.
CCC1CCc2sc(C(=O)NCC(c3ccc(OC)cc3)N3CCOCC3)cc2C1 (stereo not given) was read as K1F lysis inhibition 0.4%[50 µM], RSV antiviral HEp-2 -0.4%, NTR1 ag 4.2, Dengue-2 NS5 capping -5%, Rac1 GTP hydrolysis 1%, T cell HTS inactive, T cell HTS vesicle-bound % 41 and NTR1 ag cell count 20 µM 58.
For O=C(CSc1nnc(-c2ccccc2)n1Cc1ccco1)NCc1ccc2c(c1)OCO2 the results were Large T inhibition -6%, K1F lysis inhibition -0.1%, RSV antiviral HEp-2 1.6%, West Nile virus CPE -0.2%, Salmonella PhoP GFP 21%, NTR1 ag -0.1, Dengue-2 NS5 capping -12%, Rac1 GTP hydrolysis 10%, T cell HTS inactive, T cell HTS vesicle-bound % 60 and NTR1 ag cell count 20 µM 38.
For COc1ccc(OC)c(C2NC(=S)NC3=C2N2CCC3CC2)c1 (stereo not given) the results were Large T inhibition 16%, K1F lysis inhibition 0.6%, RSV antiviral HEp-2 2.1%, West Nile virus CPE 0.0%, Salmonella PhoP GFP 3%, NTR1 ag 0.6, Dengue-2 NS5 capping 6%, Rac1 GTP hydrolysis 5%, T cell HTS inactive, T cell HTS vesicle-bound % 47 and NTR1 ag cell count 20 µM 57.
For CC(=O)Nc1ccc(NC(=O)[C@@H](NC(=O)N2C[C@H]3C[C@@H](C2)c2cccc(=O)n2C3)C(C)C)cc1 the results were Large T inhibition 21%, K1F lysis inhibition 7.5%, RSV antiviral HEp-2 1.4%, West Nile virus CPE 0.0%, Salmonella PhoP GFP -3%, NTR1 ag -2.2, Dengue-2 NS5 capping 1%, Rac1 GTP hydrolysis -2%, T cell HTS inactive, T cell HTS vesicle-bound % 57 and NTR1 ag cell count 20 µM 86.
CSCCC1NC(=O)N(C(C)C(=O)Nc2cc(Cl)cc(Cl)c2)C1=O (stereo not given) was read as Large T inhibition 6%, K1F lysis inhibition 0.5%, RSV antiviral HEp-2 0.7%, West Nile virus CPE -0.3%, Salmonella PhoP GFP 3%, NTR1 ag -0.8, Dengue-2 NS5 capping 0%, Rac1 GTP hydrolysis -4%, T cell HTS inactive, T cell HTS vesicle-bound % 52 and NTR1 ag cell count 20 µM 58.
Screening CCCc1cc(=O)oc2c(C)c(O[C@@H]3O[C@H](CO)[C@@H](O)[C@H](O)[C@H]3O)ccc12 returned Large T inhibition 23%, K1F lysis inhibition 1.0%[50 µM], RSV antiviral HEp-2 -0.1%, West Nile virus CPE -0.7%, Salmonella PhoP GFP -4%, NTR1 ag -0.6, Dengue-2 NS5 capping -8%, Rac1 GTP hydrolysis 13%, T cell HTS inactive, T cell HTS vesicle-bound % 11 and NTR1 ag cell count 20 µM 85.
Screening O=C(N[C@@H](Cc1ccccc1)C(=O)OCc1ccccc1)c1ccco1 returned K1F lysis inhibition 0.4%[50 µM], NTR1 ag 3.6, Dengue-2 NS5 capping 5%, Rac1 GTP hydrolysis 4%, T cell HTS inactive, T cell HTS vesicle-bound % 31 and NTR1 ag cell count 20 µM 55.
Screening CC(C)CCC(CCN1CCCC1)c1ccc2c(c1)OCO2 (stereo not given) returned Large T inhibition 6%, K1F lysis inhibition 1.7%, RSV antiviral HEp-2 -0.1%, West Nile virus CPE 0.0%, Salmonella PhoP GFP -4%, NTR1 ag 0.4, Dengue-2 NS5 capping 2%, Rac1 GTP hydrolysis 15%, T cell HTS inactive, T cell HTS vesicle-bound % 46 and NTR1 ag cell count 20 µM 62.
For Nc1c(N(C(=O)Nc2ccc(Cl)c(Cl)c2)C2CCCC2)c(=O)[nH]c(=O)n1Cc1ccccc1 the results were Large T inhibition 12%, K1F lysis inhibition -0.1%, RSV antiviral HEp-2 3.1%, Salmonella PhoP GFP 10%, NTR1 ag 12, Dengue-2 NS5 capping 3%, Rac1 GTP hydrolysis 8%, T cell HTS inactive, T cell HTS vesicle-bound % 41 and NTR1 ag cell count 20 µM 40.
